Source: PubChem (several laboratories)
NR1D1 modulator: modulates human Rev-erb alpha binding to DNA; activity, % at 10 µM; 370,000 tested, 0.79% active; P20393; Rev-erbα–FITC-DNA binding, fluorescence polarization, 90 min;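 active means activity above about 14%, limit read from the data; passing the limit was not always enough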;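 further: 0% = DMSO wells with 35 nM protein and 100% = DMSO wells with 750 nM protein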
hcDAF-12 act: H. contortus DAF-12 activation, primary screen. HEK293 hcDAF-12 lit1-tk-luc reporter, luminescence; 0% DMSO, 100% Δ7-dafachronic acid. activation, % at 6.8 µM. 370,000 tested, 1.4% active. AID 652067;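 active means activation above the mean of all tested compounds plus 3 SD, cut at about 5.5% in these data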;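 further: 100% = response to 3 µM Δ7-dafachronic acid high control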
ssDAF12 agonist: activates DAF-12 receptor from parasite S. stercoralis | HEK293 ssDAF-12/GRIP1 lit1-tk-luc reporter, luminescence; % of 3 µM dafachronic acid response | activation, % at 6.8 µM | 370,000 tested, 1% active;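 active means activation above the mean over all tested compounds plus 3 SD, cut at about 0.9% in these data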;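 further: 0% = DMSO-only wells and 100% = 3 µM delta7-dafachronic acid wells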
HGIII-sPLA2 inh: Blocks human group III sPLA2 activity. inhibition, % at 12.2 µM. 370,000 tested, 0.56% active. AID 743126. QFRET BODIPY PC-A2 liposome hydrolysis, fluorescence;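 active means inhibition above mean plus 3 SD of compounds lying within the high and low control bounds, cut at about 19% in these data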;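 further: 0% = median of test compound wells and 100% = no enzyme DMSO wells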
Target sequence (Q9NZ20 whole entry, looked up): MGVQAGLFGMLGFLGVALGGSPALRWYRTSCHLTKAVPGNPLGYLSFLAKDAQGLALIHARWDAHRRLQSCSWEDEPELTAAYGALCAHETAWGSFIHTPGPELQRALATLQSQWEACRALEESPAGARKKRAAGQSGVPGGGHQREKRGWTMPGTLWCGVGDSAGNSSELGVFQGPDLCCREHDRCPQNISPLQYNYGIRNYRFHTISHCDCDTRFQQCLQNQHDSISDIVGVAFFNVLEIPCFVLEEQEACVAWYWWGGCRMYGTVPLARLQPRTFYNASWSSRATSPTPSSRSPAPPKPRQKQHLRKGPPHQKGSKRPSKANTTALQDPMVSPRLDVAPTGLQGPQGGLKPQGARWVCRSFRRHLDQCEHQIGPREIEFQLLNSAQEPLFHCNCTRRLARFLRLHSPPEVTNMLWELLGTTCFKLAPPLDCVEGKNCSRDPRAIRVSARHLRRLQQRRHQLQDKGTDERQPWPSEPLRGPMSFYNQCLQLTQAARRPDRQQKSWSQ
hgDAF-12 ag: agonists of H. glycines DAF-12 nuclear receptor | HEK293 GAL4-hgDAF12 UAS-luciferase reporter, agonist luminescence; normalized to butyrate control | activation, % at 6.8 µM | 370,000 tested, 1.8% active;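 active means activation above a cutoff set at the mean of all screened compounds plus 3 SD, cut at about 10% in these data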;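 further: 0% = DMSO wells and 100% = sodium butyrate wells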
PLCb3 inh: PLC-beta3 (human) inhibition, primary screen; Q01970; Purified PLC-beta3, fluorogenic substrate, fluorescence; inhibition, % at 12.2 µM; 370,000 tested, 0.18% active; AID 720704; in the data active means inhibition above about 11%;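 further: 0% = median of compound wells on plate and 100% = full blocker control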
DAX1 inh-1: NR0B1 (DAX1) inhibition. 340,000 tested, 0.99% active. inhibition, % at 6.75 µM. AID 504766. HEK293 Gal4-DAX1 luciferase reporter, luminescence;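 active means inhibition above the mean over all tested compounds plus 3 SD, cut at about 4.2% in these data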;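 further: 0% = DAX1-transfected cells with DMSO and 100% = empty-vector control cells with DMSO; inhibition shows as a rise in luminescence from relieved DAX1 repression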
Target sequence (P51843 207-470 limits assumed): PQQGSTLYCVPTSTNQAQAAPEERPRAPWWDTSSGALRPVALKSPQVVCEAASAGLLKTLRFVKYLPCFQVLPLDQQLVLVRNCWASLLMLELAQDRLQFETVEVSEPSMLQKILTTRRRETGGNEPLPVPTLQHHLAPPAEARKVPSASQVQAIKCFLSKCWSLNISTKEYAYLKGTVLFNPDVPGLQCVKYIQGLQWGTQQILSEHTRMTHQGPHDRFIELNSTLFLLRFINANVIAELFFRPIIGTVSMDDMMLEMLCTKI
GAA850 FXN act: increases GAA850 frataxin promoter reporter activity; 360,000 tested, 0.56% active; activation, % at 6 µM; HEK293 lucGAA850 FXN promoter luciferase reporter, 24 h; percent of 10 µM SAHA response; AID 540364;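 active means activation above the average of all compounds screened plus 3 SD, cutoff fixed separately per campaign, cut at about 7.5% in these data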;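 further: 0% = DMSO wells and 100% = 10 µM SAHA wells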
SMARCA2 act: SMARCA2 function activation, primary screen; MG213 cells, MMTV-luciferase reporter, dexamethasone, overnight; activation, % at 9.1 µM; 370,000 tested, 1% active; AID 652017; in the data active means activation above about 7.8%;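 further: 0% = vehicle wells and 100% = reference activator wells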
PG9 binder: small molecules binding HIV-1 gp120 antibody PG9 | TR-FRET gp120-PG9 antibody binding | inhibition, % at 6.7 µM | 360,000 tested, 0.43% active; in the data active means inhibition above about 8.5%
DAX1 inh-2: DAX1 (NR0B1) inhibition, primary screen | HEK293T StAR-luciferase reporter, SF-1/DAX-1 repression relief | inhibition, % at 6.8 µM | 370,000 tested, 1.1% active | AID 652010;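 active means inhibition above the mean over all tested compounds plus 3 SD, cut at about 3.6% in these data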;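 further: 0% = DAX-1 cells with DMSO and 100% = cells lacking DAX-1 with DMSO; higher inhibition means more luminescence from relief of DAX-1 repression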
* = called active by the depositor; i = inactive; / = not tested or not shown.

compound	NR1D1 modulator	hcDAF-12 act	ssDAF12 agonist	HGIII-sPLA2 inh	hgDAF-12 ag	PLCb3 inh	DAX1 inh-1	GAA850 FXN act	SMARCA2 act	PG9 binder	DAX1 inh-2
CC(C)OC(=O)c1ccc(S(N)(=O)=O)o1	-2	-0.6	-0.8	16	-0.2	0	1.0	2.2	-1	1.4	0.3
CC(C)NC(=O)COc1coc(CN2CCN(Cc3ccccc3)CC2)cc1=O	7	-0.4	-0.9	0	0.1	-2	0.4	1.2	0	1.4	-0.2
Cc1ccccc1CCNC(=O)C1CCC(=O)N(C2CCCCCC2)C1 (centres undefined)	1	-1.3	-1.4	-1	0.3	-5	0.1	-0.6	1	1.4	-1.2
CCOc1ccc(N(CC(=O)Nc2c(C)n(C)n(-c3ccccc3)c2=O)S(=O)(=O)c2ccc(Cl)s2)cc1	6	-1.0	-0.9	-3	8.4	2	/	/	4	/	-1.3
COc1ccc(CCn2c(=N)c(C(=O)NC3CCCC3)cc3c(=O)n4cccc(C)c4nc32)cc1	-3	-0.8	-0.9	9	0.3	-34	0.4	-1.5	-1	0.1	0.0
CCSCCOC(=O)C1=C(C)NC(=O)NC1c1cccc(OC)c1OC (centres undefined)	2	-1.4	-1.8	3	-1.1	-1	0.5	1.3	3	-2.2	0.5
CCOc1ccc(OCC)c(NC(=O)C2CCCN(S(=O)(=O)c3c(C)n[nH]c3C)C2)c1 (centres undefined)	-3	-0.5	-0.3	-7	0.0	4	-0.9	1.0	1	-1.6	-0.3
CCCOC1CCCN(Cc2nc(-c3cnccn3)no2)C1 (centres undefined)	2	2.6	-1.6	-1	-0.1	-7	0.0	-1.1	-1	-0.8	-0.5
CCC(=O)N1CCc2cc(Br)c(S(=O)(=O)CCC(=O)NCCOC)cc21	5	2.0	-0.7	4	1.0	-5	-0.4	-2.8	-4	-1.8	-0.1
CCN(Cc1ccccc1)C(=O)C1CCN(CC2CC=CCC2)CC1 (centres undefined)	1	-0.9	0.7	7	-1.2	5	-0.6	-1.4	-2	-1.1	0.2
C(=N\n1cnnc1)/c1nc2ccccc2[nH]1	5	4.0	-0.1	8	1.8	i	0.2	-1.5	-1	-1.4	-0.1
Cc1ccc(OC(=O)N(C)C[C@@H]2OCc3cn(nn3)CCCC(=O)N([C@H](C)CO)C[C@H]2C)cc1	9	-0.3	-0.8	4	-2.1	7	1.3	-0.4	-3	-0.2	0.6
O=C(NCCc1c[nH]c2ccccc12)C(=O)Nc1ccccc1	3	0.5	-0.2	-76	7.6	1	1.0	2.0	3	-0.5	2.1
COC(C[C@@H]1O[C@@H]1[C@@H](O)[C@H](C)OCc1ccccc1)OC	-3	-2.4	-0.8	2	1.1	5	2.6	-1.4	1	-2.9	0.8
CCNC(=O)n1nccc1C(C)Oc1ccccc1 (centres undefined)	5	-0.8	-1.2	0	0.2	5	1.6	4.7	-2	-2.3	0.6
COc1ccc(NC(=O)CN2C(=O)COc3ccc(C)cc32)cc1	-1	-0.7	-1.3	9	-2.2	0	-0.8	-1.7	-3	1.1	-0.1
CCOC(=O)NC(=O)COC(=O)CNC(=O)c1ccc(OCC)c(OCC)c1	6	0.2	-1.5	-3	-3.1	-7	1.0	0.9	0	-0.4	0.9
COc1ccc(C2NC(=O)NC(C)=C2[N+](=O)[O-])cc1OC (centres undefined)	-4	-0.3	-1.4	8	0.6	-2	0.5	1.5	-2	-1.5	0.0
Cc1cc(C)nc(N2CCC(C(=O)NCc3cccc(C(F)(F)F)c3)CC2)n1	8	-0.5	-0.6	-4	-0.8	-62	-0.5	0.0	-2	-1.1	-0.6
COC(=O)[C@H](CCSC)NC(=O)NCCc1ccccc1F	0	-2.0	-1.4	2	1.4	2	0.6	1.9	-3	2.1	-0.4
COc1ccc(OC)c(C2C3=C(CCCC3=O)Nc3c2c(=O)n(C)c(=O)n3C)c1 (centres undefined)	-3	-1.5	-0.5	3	1.9	1	0.9	-0.9	-2	1.0	-0.8
O=C1CC(C(=O)Nc2ccc(F)c(Cl)c2)N=C(N2CCCCC2)N1 (centres undefined)	-2	-0.9	-1.6	1	0.5	1	-0.9	0.0	1	1.1	0.1
COc1ccccc1NC(=O)CSc1nn2c(=O)c(C)nnc2s1	2	0.2	-0.8	4	-0.1	-7	0.1	1.6	-1	-1.1	0.4
O=C(Cc1ccc(Cl)cc1)NCCS(=O)(=O)N1CCN(c2ccccc2F)CC1	3	-0.9	-0.5	-5	0.2	-4	0.9	-4.9	-2	0.7	1.9
FC(F)(F)c1ccc(-c2noc(CN3CCCN(C4CCCCC4)CC3)n2)cc1	3	2.2	-1.2	-5	1.4	-7	-1.2	1.7	-3	-1.4	1.0
COc1cc(OC)c(OC)cc1CNC(=O)c1cccc(S(=O)(=O)N2CCc3ccccc3C2)c1	-3	-1.4	-1.6	4	-1.8	-6	-4.1	-6.0	-7	0.9	-3.9
O=C(NC1CCCC1)C(c1cccs1)N(C(=O)c1ccco1)c1ccc2c(c1)OCCO2 (centres undefined)	5	-2.6	-1.9	-7	-3.9	0	-1.0	-5.9	-1	2.2	-1.2
COc1ccc([C@H]2C[C@H](n3cc(-c4ccc(F)cc4)nn3)[C@@H](O)CN2Cc2cccs2)cc1	-3	-1.6	-0.7	2	-0.8	2	0.1	-0.7	-2	0.4	0.2
CCOC(=O)/C(C#N)=C/Nc1ccsc1C(=O)OC	22*	-1.0	-1.2	4	-1.6	-5	-0.2	-0.3	-5	0.9	-0.3
Cc1ccc(-c2csc(N(CC3CCCO3)C(=O)c3ccco3)n2)cc1 (centres undefined)	5	-4.3	-1.4	13	-2.5	4	-2.0	1.6	-3	0.9	-1.1
COc1ccc(C2=NOC(CNC(N)=S)C2)cc1 (centres undefined)	0	3.7	0.8	8	13*	3	4.5*	5.1	13*	-3.7	2.3
COc1ccc(C2CC(=O)c3cnc(NC(=O)c4ccccc4)nc3C2)cc1OC (centres undefined)	-1	-1.0	-1.8	4	0.7	-1	1.7	-0.4	-3	-0.6	-0.2
c1ccc(Cc2cnc(N3CCN(Cc4ccc5c(c4)OCCO5)CC3)nc2)cc1	-4	-0.6	-0.3	-5	-2.9	4	/	/	-8	1.5	0.8
COc1ccc(C(C#N)CC(=O)c2ccc(OCc3ccccc3)c(OC)c2)cc1OC (centres undefined)	-1	-0.9	-1.0	5	2.0	-2	-1.2	2.5	-2	-0.5	-1.0
O=C(NCC(c1cccnc1)N1CCOCC1)Nc1ccccc1 (centres undefined)	-2	-1.3	-1.0	3	-2.5	2	0.5	-0.2	-2	-0.9	0.5
COC(=O)c1c(C)[nH]c(C(=O)CN2C(=O)C3CC=CCC3C2=O)c1C (centres undefined)	3	2.3	-0.9	5	3.9	-1	0.7	2.5	9.0*	2.3	2.3
COC(=O)C1=CN(c2ccc(OC)cc2)C=C(C(=O)OC)C1c1cccc(F)c1	-2	-2.2	-1.1	10	-2.5	-227	-1.6	1.9	-4	1.0	0.3
CN(C)c1ccc(CNC(=O)CN(C)S(=O)(=O)c2cccc3cccnc23)cc1	-10	-0.1	-1.1	1	-0.6	-4	0.9	-1.1	-2	1.2	0.5
Cc1c(NC(=O)C2CCN(S(=O)(=O)c3ccccc3)CC2)c(=O)n(-c2ccccc2)n1C	-1	-2.1	-1.2	1	0.0	-3	-0.5	0.7	0	1.0	-0.4
CCc1nnc(NC(=O)C2CCN(c3ncnc4sc(C)c(C)c34)CC2)s1	35*	-0.8	-1.3	2	3.0	-1	-0.6	1.6	3	-0.7	-1.4
CC1CN(Cc2nc3c(c(=O)[nH]c(=O)n3C)n2CCN2CCOCC2)CC(C)O1 (centres undefined)	1	-1.2	-1.5	8	-0.6	-3	0.1	0.3	0	2.0	-0.5
COc1cccc(N2CC(C(=O)Nc3nnc(SCc4ccccn4)s3)CC2=O)c1 (centres undefined)	-3	-1.7	-0.7	-4	-1.3	-7	0.0	2.9	2	1.7	0.4
C[C@H]1CN([C@@H](C)CO)C(=O)Cc2cc(NC(=O)Cc3ccccc3)ccc2O[C@H]1CN(C)C(=O)Nc1cccc2ccccc12	1	0.5	-1.0	-35	2.6	-32	1.8	-1.0	-1	0.4	-0.4
COc1ccccc1NC(=O)Nc1nc(CC(=O)N2CCN(c3ccc(F)cc3)CC2)cs1	-3	-2.2	-1.4	-12	-6.2	-6	-1.5	-1.2	-3	-1.1	-5.2
O=C(CNc1cccc(S(=O)(=O)N2CCCC2)c1)Nc1cccc(C(F)(F)F)c1	6	-1.9	-1.8	-43	-5.8	-2	-1.9	-2.6	-2	-3.4	-4.6
O=C(NC(Cc1cccc(F)c1)C(=O)O)C1CCCCC1 (centres undefined)	-2	-1.6	-0.8	1	2.6	0	-0.7	1.0	1	0.9	0.9
NS(=O)(=O)c1ccc(CCNC(=O)CSc2nc3c(sc(=S)n3-c3ccccc3)c(=O)[nH]2)cc1	-1	-0.1	-0.9	-11	-0.5	4	1.0	-2.1	0	-0.4	-0.7
COc1ccc(Cc2nnc(NS(=O)(=O)c3ccccc3)s2)cc1	-3	-1.2	-1.6	-27	-3.2	-15	0.7	3.2	-2	-1.0	1.0
COc1ccc(C(CNC(=O)Cc2cc(OC)c(OC)c(OC)c2)N2CCCC2)cc1 (centres undefined)	1	0.8	-1.4	0	0.4	-1	-1.8	-0.4	-6	-1.6	0.0
Cc1ccc(C(=O)NCCOc2cccc(C)c2)cc1	-2	5.2	-0.3	-7	8.8	1	0.3	3.4	4	0.2	-0.3

Additional structures:
compound	NR1D1 modulator	hcDAF-12 act	ssDAF12 agonist	HGIII-sPLA2 inh	hgDAF-12 ag	PLCb3 inh	DAX1 inh-1	GAA850 FXN act	SMARCA2 act	PG9 binder	DAX1 inh-2
CC(=O)N(c1ccc(C(F)(F)F)cc1)S(=O)(=O)c1ccc(N2C(=O)CCC2=O)cc1	-3	-0.6	-0.9	-2	0.5	-7	-0.7	-1.1	-2	0.9	-2.7
CCOC(=O)N1CCN(C(=O)C2CCN(S(=O)(=O)c3c(C)cc(C)cc3C)CC2)CC1	-4	1.5	-1.3	-4	-0.8	5	-0.5	1.4	0	-0.6	0.3
COCCCNC(=O)C(=O)NCCCOC(C)C	0	0.5	-0.8	0	2.0	2	-0.4	-3.0	1	-0.5	1.2
CCOC(=O)Nc1c(C)n(C)n(-c2ccccc2)c1=O	-6	-2.4	-1.5	6	1.3	3	0.6	0.9	-4	2.2	-0.3

Some of these compounds in order of heavy-atom count, high to low.
compound	NR1D1 modulator	hcDAF-12 act	ssDAF12 agonist	HGIII-sPLA2 inh	hgDAF-12 ag	PLCb3 inh	DAX1 inh-1	GAA850 FXN act	SMARCA2 act	PG9 binder	DAX1 inh-2
CC(=O)N(c1ccc(C(F)(F)F)cc1)S(=O)(=O)c1ccc(N2C(=O)CCC2=O)cc1	-3	-0.6	-0.9	-2	0.5	-7	-0.7	-1.1	-2	0.9	-2.7
CCOC(=O)Nc1c(C)n(C)n(-c2ccccc2)c1=O	-6	-2.4	-1.5	6	1.3	3	0.6	0.9	-4	2.2	-0.3
COCCCNC(=O)C(=O)NCCCOC(C)C	0	0.5	-0.8	0	2.0	2	-0.4	-3.0	1	-0.5	1.2
